# From PubChem BioAssay
# NPR2 activator: human GC-B receptor activators, primary screen, HEK293 GC-B cells, cGMP TR-FRET, EC30 CNP; activation, % at 10 µM; hit rate 0.11% among 370,000; Atrial natriuretic peptide receptor 2 (Homo sapiens), P20594; AID 1920062, 2024; 0% at EC30 CNP, 100% saturating CNP;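 active means activation at 10 µM reaching about 35% in either raw or pattern-adjusted values, limit read from the data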
# NPR1 activator: GC-A stimulated cGMP production enhancers – HEK293 GC-A cells, cGMP TR-FRET, EC30 ANP, primary screen. 0% at EC30 ANP, 100% saturating ANP. hit rate 0.14% among 370,000. Atrial natriuretic peptide receptor 1 (Homo sapiens), P16066. activation, % at 10 µM; in the data active means activation above about 40%
# Target sequence (P16066 whole entry, looked up): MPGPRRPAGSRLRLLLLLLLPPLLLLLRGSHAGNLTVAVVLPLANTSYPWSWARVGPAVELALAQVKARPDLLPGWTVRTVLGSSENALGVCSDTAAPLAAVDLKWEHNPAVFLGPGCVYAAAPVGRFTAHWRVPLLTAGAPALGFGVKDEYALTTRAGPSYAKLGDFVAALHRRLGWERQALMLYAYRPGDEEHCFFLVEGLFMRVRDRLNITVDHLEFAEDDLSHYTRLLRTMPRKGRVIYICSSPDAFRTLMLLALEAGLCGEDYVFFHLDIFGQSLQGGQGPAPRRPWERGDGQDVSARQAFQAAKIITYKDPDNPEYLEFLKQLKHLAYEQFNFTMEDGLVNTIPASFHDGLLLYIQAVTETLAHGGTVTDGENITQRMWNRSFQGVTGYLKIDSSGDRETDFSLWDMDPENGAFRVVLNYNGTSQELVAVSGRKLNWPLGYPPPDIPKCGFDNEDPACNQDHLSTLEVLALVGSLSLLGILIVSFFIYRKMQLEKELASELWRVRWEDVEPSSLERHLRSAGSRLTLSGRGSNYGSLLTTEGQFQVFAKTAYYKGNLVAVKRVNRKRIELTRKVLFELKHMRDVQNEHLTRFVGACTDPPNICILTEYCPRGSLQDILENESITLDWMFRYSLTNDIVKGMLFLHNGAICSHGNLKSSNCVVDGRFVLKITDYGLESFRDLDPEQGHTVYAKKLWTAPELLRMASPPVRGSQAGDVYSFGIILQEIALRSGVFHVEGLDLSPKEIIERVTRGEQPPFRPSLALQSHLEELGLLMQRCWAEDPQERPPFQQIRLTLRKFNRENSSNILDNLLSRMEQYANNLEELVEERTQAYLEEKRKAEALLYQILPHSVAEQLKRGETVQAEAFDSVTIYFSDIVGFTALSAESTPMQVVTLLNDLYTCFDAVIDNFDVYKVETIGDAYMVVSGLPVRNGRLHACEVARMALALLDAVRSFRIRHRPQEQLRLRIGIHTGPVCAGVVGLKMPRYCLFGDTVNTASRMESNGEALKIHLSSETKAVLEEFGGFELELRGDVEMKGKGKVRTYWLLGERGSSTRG
# KLK7 zymogen act: proKLK7 zymogen activators, primary screen, biochemical, fluorescence intensity | purified proKLK7, EDANS-DABCYL substrate fluorescence; 100% is mature enzyme control, 0% vehicle | activation, % at 7 µM | hit rate 0.9% among 370,000;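 active means activation above the mean of all tested compounds plus 3 SD, computed per campaign excluding outliers beyond control limits, cut at about 13% in these data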
# HGIII-sPLA2 inh: human group III sPLA2 inhibitors, primary screen, biochemical, QFRET, BODIPY PC-A2 liposome substrate; QFRET BODIPY PC-A2 liposome hydrolysis, fluorescence; Group 3 secretory phospholipase A2 (Homo sapiens), Q9NZ20; inhibition, % at 12.2 µM; hit rate 0.56% among 370,000;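 active means inhibition above mean plus 3 SD of compounds lying within the high and low control bounds, cut at about 19% in these data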;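 further: 0% = median of test compound wells and 100% = no enzyme DMSO wells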
# ADAM10 inh: human ADAM10 inhibitors, primary screen, biochemical, QFRET, HTS; hit rate 0.62% among 370,000; recombinant ADAM10, EDANS/DABCYL FRET peptide cleavage, 3 h; Disintegrin and metalloproteinase domain-containing protein 10 (Homo sapiens), O14672; inhibition, % at 7 µM;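 active means inhibition above a per-campaign cutoff equal to the mean of compounds falling between control-based bounds plus 3 SD, cut at about 20% in these data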;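 further: 0% = DMSO wells while the 100% control is not disclosed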
# ARFGAP1 inhibitor: inhibitors of rat ARFGAP1 GAP activity, primary screen, biochemical, fluorescence polarization, GDP tracer; hit rate 0.26% among 360,000; Arfgap1-stimulated ARF1 GTP hydrolysis, GDP FP detection; inhibition, % at 16.5 µM; ADP-ribosylation factor GTPase-activating protein 1 (Rattus norvegicus), Q62848;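 active means inhibition above a per-plate limit, mean inhibition of low control wells plus 3 SD, cut at about 25% in these data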;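 further: 0% = DMSO wells with enzyme and 100% = wells lacking Arfgap1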
#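 Assay system: Rat Arfgap1 GAP domain (His6, aa 1-136), purified enzyme | Buffer or medium: HEPES 25 mM pH 7.5, NaCl 150 mM, MgCl2, DTT | Schedule: GTP hydrolysis reaction 2 h at 25 °C | Signal: FP of antibody-bound GDP Alexa 633 tracer, ex 620/em 688 nm | Measure: Percent inhibition of Arfgap1-stimulated GTP hydrolysis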
# Tn6 DDE FP: inhibitors of Tn6 peptide binding to fibrin DD(E), primary screen, biochemical, fluorescence polarization, human fibrin, Tn6 probe | Fibrinogen beta chain (Homo sapiens), P02675 | Fibrin DD(E) TRITC-Tn6 fluorescence polarization displacement | inhibition, % at 8.3 µM | hit rate 0.21% among 370,000 | AID 720509, 2013;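 active means inhibition above a per-campaign cutoff: mean of compounds within control limits plus 3 SD, cut at about 15% in these data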;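 further: 0% = median of all compound wells on the plate and 100% = blocking peptide control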
# GAA850 FXN act: FXN promoter activators, primary screen, cell-based, luciferase luminescence, HEK293 lucGAA850; HEK293 lucGAA850 FXN promoter luciferase reporter, 24 h; percent of 10 µM SAHA response; activation, % at 6 µM; hit rate 0.56% among 360,000; AID 540364, 2011;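 active means activation above the average of all compounds screened plus 3 SD, cutoff fixed separately per campaign, cut at about 7.5% in these data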;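 further: 0% = DMSO wells and 100% = 10 µM SAHA wells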
# ASAP1 GAP inh: inhibitors of human ASAP1 ArfGAP activity, primary screen, biochemical, fluorescence polarization; Arf-GAP with SH3 domain, ANK repeat and PH domain-containing protein 1 (Homo sapiens), …; ASAP1-stimulated ARF1 GTP hydrolysis, GDP FP detection; inhibition, % at 16.5 µM; hit rate 0.19% among 360,000; AID 624377, 2012; in the data active means inhibition above about 25%;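 further: 0% = vehicle with enzyme and substrate and 100% = no enzyme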
# rCAG binder: binders of r(CAG) RNA repeats, primary screen, biochemical, fluorescence | r(CAG) RNA repeat, TO-PRO-1 dye displacement fluorescence | inhibition, % at 3 µM | hit rate 1.3% among 370,000 | AID 651821, 2012;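 active means inhibition above the plate cutoff, the mean of all test compounds on that plate plus 3 SD, cut at about 35% in these data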;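 further: 0% = DMSO alone and 100% = 100 µM mitoxantrone as full dye displacement; higher means more dye released from RNA so lower well fluorescence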
# * marks the source's active call; other numbers are inactive results; . = not tested or not shown.
# Preview (12 entries):
SMILES,NPR2 activator,NPR1 activator,KLK7 zymogen act,HGIII-sPLA2 inh,ADAM10 inh,ARFGAP1 inhibitor,Tn6 DDE FP,GAA850 FXN act,ASAP1 GAP inh,rCAG binder
COc1cc2cc(CCCOC(=O)CCCC(=O)O)oc(=O)c2cc1OC,-3,4,-0.5,12,-23,14,-5,-0.4,-1,-2
O=C(NC1CCN(Cc2ccccc2)CC1)C1CCN(S(=O)(=O)c2ccc(Cl)cc2)CC1,-3,2,0.2,-13,-5,1,-3,1.2,8,-6
Fc1cccc(Cc2c(-c3ccccc3)nc3ccc(Cl)cn23)c1,10,7,0.0,-18,-15,-7,-3,.,7,24
Cn1c(N)c(C(=O)c2ccc(C#N)cc2)c(=O)n(C)c1=O,-6,-1,0.7,8,1,-3,-4,-1.5,-10,-3
C[C@H](O)[C@@H]1CN2CCc3ccc(N4CCOCC4)cc3[C@@H]2C[C@@H]1N(C)C(=O)c1ccccc1F,-2,1,0.5,-2,-17,.,-12,.,.,3
Nc1[nH]c(C(=O)c2ccccc2)c(-c2cccc(C(F)(F)F)c2)c1C(=O)NCCc1c[nH]c2ccccc12,-5,-11,0.0,-54,24*,0,-11,.,9,4
CC(C)Sc1nnc(NC(=O)c2ccco2)s1,2,0,-0.7,3,6,-5,7,3.5,7,0
COc1ccc(C(=O)N2CCN(CCc3ccccc3)CC2)cc1[N+](=O)[O-],2,1,0.0,-3,4,14,-9,1.2,2,-3
CCOC(=O)c1ccc(Cl)c(S(=O)(=O)N2CCCC2)c1,3,0,0.5,-4,0,-16,-2,2.8,5,-5
CCCC(=O)Nc1cc2c3c(c1)CC(=O)N3CCC2,-2,6,-0.5,-4,5,0,4,-0.5,9,4
CCOc1ccc(CC(=O)NNC(=O)NC2CCCCC2)cc1,8,0,0.1,-3,-3,12,-4,0.6,-3,-3
O=C(NC1CCN(C(=O)c2cccc([N+](=O)[O-])c2)CC1)c1ccccc1,2,2,0.0,1,-1,12,10,2.0,-5,-3

# This part in full (from the top)
SMILES,NPR2 activator,NPR1 activator,KLK7 zymogen act,HGIII-sPLA2 inh,ADAM10 inh,ARFGAP1 inhibitor,Tn6 DDE FP,GAA850 FXN act,ASAP1 GAP inh,rCAG binder
COc1cc2cc(CCCOC(=O)CCCC(=O)O)oc(=O)c2cc1OC,-3,4,-0.5,12,-23,14,-5,-0.4,-1,-2
O=C(NC1CCN(Cc2ccccc2)CC1)C1CCN(S(=O)(=O)c2ccc(Cl)cc2)CC1,-3,2,0.2,-13,-5,1,-3,1.2,8,-6
Fc1cccc(Cc2c(-c3ccccc3)nc3ccc(Cl)cn23)c1,10,7,0.0,-18,-15,-7,-3,.,7,24
Cn1c(N)c(C(=O)c2ccc(C#N)cc2)c(=O)n(C)c1=O,-6,-1,0.7,8,1,-3,-4,-1.5,-10,-3
C[C@H](O)[C@@H]1CN2CCc3ccc(N4CCOCC4)cc3[C@@H]2C[C@@H]1N(C)C(=O)c1ccccc1F,-2,1,0.5,-2,-17,.,-12,.,.,3
Nc1[nH]c(C(=O)c2ccccc2)c(-c2cccc(C(F)(F)F)c2)c1C(=O)NCCc1c[nH]c2ccccc12,-5,-11,0.0,-54,24*,0,-11,.,9,4
CC(C)Sc1nnc(NC(=O)c2ccco2)s1,2,0,-0.7,3,6,-5,7,3.5,7,0
COc1ccc(C(=O)N2CCN(CCc3ccccc3)CC2)cc1[N+](=O)[O-],2,1,0.0,-3,4,14,-9,1.2,2,-3
CCOC(=O)c1ccc(Cl)c(S(=O)(=O)N2CCCC2)c1,3,0,0.5,-4,0,-16,-2,2.8,5,-5
CCCC(=O)Nc1cc2c3c(c1)CC(=O)N3CCC2,-2,6,-0.5,-4,5,0,4,-0.5,9,4
CCOc1ccc(CC(=O)NNC(=O)NC2CCCCC2)cc1,8,0,0.1,-3,-3,12,-4,0.6,-3,-3
O=C(NC1CCN(C(=O)c2cccc([N+](=O)[O-])c2)CC1)c1ccccc1,2,2,0.0,1,-1,12,10,2.0,-5,-3
CCOC(=O)CC1C(=O)NCCN1S(=O)(=O)c1ccc(C)cc1 (stereo not given),3,2,-0.1,5,-19,-4,0,0.4,-23,-1
CCOc1ccc(NS(=O)(=O)c2ccc(C(=O)NCC(c3cccs3)N3CCOCC3)cc2)cc1 (stereo not given),-15,-10,0.2,-24,12,-3,-8,0.3,17,7
C=CCSc1cc(C)nc2c(-c3ccc(Cl)cc3)c(C)nn12,13,7,-0.2,6,-2,15,8,3.6,-5,0
CCc1ccc(CCNC(=O)OC2CC3CC2[C@H]2CCCCN2[C@H]3Cc2ccccc2)cc1 (stereo not given in full),2,-7,-0.3,4,-5,.,2,.,.,3
O=C(Oc1ccc(Cl)c2cccnc12)N1CCCCCC1,3,0,0.3,2,-30,10,-5,0.7,-10,-1
O=C(Nc1ccccc1N1CCN(c2ccc(F)cc2)CC1)C12CC3CC(CC(C3)C1)C2,-2,6,0.0,7,9,8,-1,3.2,-3,3
CC(=O)c1cccc(NC(=O)CSc2nnnn2C2CCCC2)c1,-1,0,0.2,1,2,-3,1,0.7,10,1
O=C(NC1CCCC1)C(c1ccco1)N(C(=O)c1csnn1)c1ccccc1 (stereo not given),-2,2,0.5,-2,-2,-2,0,0.4,7,-1
COc1ccc(/C=N/NC(=O)c2cccc(COCC(F)(F)C(F)F)c2)cc1,4,0,0.2,4,-7,7,-1,-0.7,-4,-4
CC(NS(=O)(=O)c1ccc(CCC(=O)NCC2CCCO2)cc1)c1ccccc1 (stereo not given),-4,-1,0.1,3,1,2,-2,1.4,2,-3
COCCCNC(=S)NNC(=O)c1ccc2c(c1)OCO2,-1,-2,0.0,7,11,-9,1,2.5,-7,0
CN(C)c1ccc(NC(=O)c2cccc([N+](=O)[O-])c2)c2ccccc12,4,-1,-0.2,1,2,6,1,1.0,-5,2
O=C1c2ccccc2C(=O)C1c1ccc(Br)cc1,-2,0,0.1,-5,2,0,4,4.5,-5,1
CC(=O)N(C)c1ccc(C=C2C=Cc3ccccc32)cc1,-1,2,0.5,-6,-1,-6,8,-3.7,-6,8
O=C(CNC(=O)c1ccccc1)OC1CCCCC1,6,-7,0.0,1,-2,-8,6,4.6,3,2
Cc1ccc(S(=O)(=O)N2[C@H](CC(=O)c3cccc4ccccc34)OC[C@@H]2C(C)C)cc1,-1,2,0.3,-3,5,-20,0,.,-4,10
Cn1nnnc1SCc1csc(Nc2ccccc2)n1,2,8,0.1,1,-4,-3,-2,1.9,-4,2
CCCCCCn1c(=O)n2n(c1=O)[C@@H]1CN(S(=O)(=O)c3ccc(C)cc3)C[C@]1(O)[C@@H](OC(=O)NCC1CCCCC1)C2,-1,0,0.3,-15,11,-2,-1,-2.6,2,6
Clc1ccccc1Cn1ccc2ccc(-c3ccc4ccn(Cc5ccccc5Cl)c4c3)cc21,-1,5,-1.3,6,-29,.,0,.,.,16
O=C(CCC(=O)Nc1ccc(F)cc1)N/N=C/c1ccc(F)cc1,-7,2,-0.6,14,-2,-3,-5,0.0,12,-1
CCOC(=O)C1(CCCc2ccccc2)CCN(CC(O)CO)CC1 (stereo not given),1,-1,-0.2,5,-4,-5,0,-1.0,-5,-7
COc1cc2c(C(=O)O)c(C)n(-c3ccccc3)c2c2ccccc12,6,1,-0.4,-16,-59,-6,10,-0.5,-4,36*
CCc1cc(=O)oc2cc3occ(C)c3cc12,-10,-18,6.4,-5,-257,-3,-1,0.2,-5,3
CC(=O)Nc1ccc(-c2ccnc3c2CC(C)(C(=O)NC(C)C)O3)cc1 (stereo not given),-1,2,-0.4,21*,-21,18,-3,0.0,-3,0
CC(C)(C)NC(=O)c1ccc(COc2ccccc2Br)o1,2,0,0.1,-11,13,-4,-9,1.1,-6,-2
Cc1ccc(C(=O)OC2=CC(=O)CC(C)(C)C2)cc1,4,3,-0.1,1,8,2,0,1.8,12,-2
O=C(O)c1ccccc1C(=O)OCc1c(-c2ccccc2)ncc2ccccc12,1,-3,0.6,0,0,-1,1,-0.8,1,7
CC1CN(C(=O)COC(=O)c2ccc3ccccc3c2)CC(C)O1 (stereo not given),2,4,0.1,2,-32,2,0,0.6,-3,0
O=C(CSc1nnc(-c2c[nH]c3ccccc23)o1)c1ccc(-c2ccccc2)cc1,6,-2,0.6,-7,8,10,-1,2.1,1,5
Cc1ccc(CN2CC(N3CCC(c4ccccc4)CC3)CS2(=O)=O)cc1 (stereo not given),-2,-3,-0.2,-6,-1,12,0,.,2,0
CC(=O)c1ccc(NC(=O)C(C)Sc2nnc(C3CCCCC3)o2)cc1 (stereo not given),4,0,-0.3,-8,0,2,0,.,-5,-4
COc1ccc(OC)c(S(=O)(=O)N2CCc3ccccc3C2)c1,-6,-29,-0.4,4,1,-3,1,1.2,8,-3
CSc1ccccc1NC(=O)c1ccc(N2CC3CC(C2)c2cccc(=O)n2C3)c(NC(=O)c2cccnc2)c1 (stereo not given),3,0,0.5,5,2,2,3,1.4,4,0
O=C(C1CC(c2ccc(F)cc2)=NO1)N1CCCc2ccccc21 (stereo not given),-4,-2,-0.4,-4,-6,-10,-4,-0.5,0,-5
O=C(CSCSCC(=O)NCC1CCCO1)NCC1CCCO1 (stereo not given),4,-3,-0.4,0,-4,-1,1,-2.1,-10,-3
CCOC(=O)Cc1csc(NC(=O)CCCCCN2C(=O)c3ccccc3C2=O)n1,-3,0,0.5,1,1,11,-5,1.4,-11,-3
Nc1nnc(-c2ccccc2)c(-c2ccccc2)n1,1,8,0.1,0,3,7,5,3.0,-15,-2
CC(C)Nc1nc(Oc2ccc(=O)n(-c3ccccc3)n2)nc(N(C)C)n1,3,1,0.1,-3,-8,-1,-3,0.9,-6,-7
Cc1nnc(NC(=O)c2oc3c(ccc4ccccc43)c2C)s1,1,3,-6.6,-3,-173,4,-4,0.3,1,5
CS(=O)(=O)n1nc(-c2ccc(Cl)cc2)nc1SCc1ccccc1,-4,-1,0.2,-11,2,-1,-6,4.8,5,5
